aSyn 5UTR inh – MLPCN primary screen, SNCA 5' untranslated region. alpha-synuclein 5'UTR reporter, inhibitor activity. inhibition, % (tested at 7.5 µM). 300,000 compounds, 0.82% hits; in the data active = inhibition above about 60%;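 note: H4 neuroglioblastoma cells stably carrying SNCA 5'UTR luciferase fusion; 0% = DMSO wells and 100% = positive control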
Platelet DG rel – platelet dense granule release activity. 300,000 compounds, 0.22% hits. AID 1663. inhibition, %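 (compounds screened at 7.5 µM in platelet-rich plasma)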. human platelet-rich plasma, SFLLRN dense granule ATP release, luminescence;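 active = mean replicate score, as percent of positive control, at or above 50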
HIF activator – HIF pathway transcriptional activation; U2OS HRE-luciferase reporter, luminescence; normalized: DMSO 0%, desferrioxamine 100%; activation, % at 7.5 µM (by protocol); 300,000 compounds, 0.32% hits;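 active = mean activation of at least 10% of the iron chelator positive control signal, with at least half of replicates also reaching 10%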
HDAC3 inhib – inhibitors of human histone deacetylase 3 | O15379 | recombinant HDAC3, fluorogenic peptide/trypsin coupled, fluorescence | inhibition, % at 8.3 µM | 320,000 compounds, 0.15% hits | AID 2718; in the data active = inhibition above about 26%, passing the limit was not always enough
Target sequence (O15379 whole entry, looked up): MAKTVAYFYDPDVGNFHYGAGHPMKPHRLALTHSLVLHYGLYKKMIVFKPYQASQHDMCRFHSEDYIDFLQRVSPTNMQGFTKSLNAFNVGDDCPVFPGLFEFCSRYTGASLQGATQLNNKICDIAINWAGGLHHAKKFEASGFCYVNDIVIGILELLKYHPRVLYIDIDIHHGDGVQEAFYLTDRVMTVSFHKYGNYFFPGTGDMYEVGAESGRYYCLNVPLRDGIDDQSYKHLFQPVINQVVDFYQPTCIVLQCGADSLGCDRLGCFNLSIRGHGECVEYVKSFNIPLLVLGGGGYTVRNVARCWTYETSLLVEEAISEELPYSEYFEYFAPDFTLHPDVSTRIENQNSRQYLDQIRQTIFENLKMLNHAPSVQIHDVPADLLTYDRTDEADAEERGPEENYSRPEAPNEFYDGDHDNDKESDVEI
HSF-1 act – increases HSF-1 driven luciferase reporter signal; 300,000 compounds, 1.7% hits; activation, % at 9 µM; NIH3T3-HGL HSF-1 luciferase reporter, MG132, 8 h; 100% = twice DMSO control signal;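 active = mean replicate activation of at least 50% with a set share of replicates each reaching 50%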;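 note: 0% = median of the neutral control wells and 100% = twice that signal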
AI-2 QS modul – modulates the Vibrio harveyi AI-2 quorum sensing system; activity change, % at 7.5 µM; 300,000 compounds, 0.4% hits; Vibrio harveyi JMH597 AI-2 luminescence/OD600 ratio, 9 h; stronger effect = lower value; strain lacks LuxN and CqsS sensors; 0 = neutral-control median; in the data active = activity change below about -75%, passing the limit was not always enough;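 note: luminescence divided by OD600 gain over 9 h not by final OD600 alone; inactives centre near 13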
IEC-6 tox – kills IEC-6 intestinal cells in KLF5 counter-screen; IEC-6 cytotoxicity, luminescence viability; inhibition, % at 5 µM; 290,000 compounds, 0.78% hits; in the data active = inhibition above about 22%;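 note: 0% = plate median of test compound wells and 100% = cytotoxic reference compound wells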
KLF5 inhibitor – suppresses KLF5 promoter-driven expression; inhibition, % at 5 µM; DLD-1 KLF5 promoter-luciferase reporter, luminescence; 290,000 compounds, 0.23% hits;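 active = inhibition above a per-plate limit of that plate's mean compound inhibition plus 3 SD, cut at about 60% in these data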;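 note: 0% = DMSO wells and 100% = LY294002 at 200 µM; higher means less KLF5 promoter-driven luciferase light; inactives centre near -14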
HSP90 inh – blocks HSP90-mediated luciferase refolding in reticulocyte lysate; Rabbit reticulocyte lysate, luciferase refolding luminescence, 3 h; inhibition, % at 5.6 µM; 290,000 compounds, 0.91% hits; AID 1789;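 active = inhibition above the screen-wide mean plus 3 SD, computed separately per campaign, cut at about 16% in these data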;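 note: 0% = DMSO wells and 100% = 60 µM geldanamycin wells; inhibitors lower the luminescence because luciferase stays unfolded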
HSF1 inh – HSF1 inhibition; NIH3T3-HGL HSE-luciferase, MG132-induced, luminescence 8 h; stronger effect = lower value; activity change, negative = inhibition, % at 7.5 µM (by protocol); 300,000 compounds, 0.77% hits; AID 2098;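 active = more than half of replicate wells show activity change below -50%, luminescence cut by over half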;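 note: luciferase reports HSF-1 transcriptional activity via heat shock element; 0% = median of DMSO wells and -100% = zero luminescence signal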
The depositor's hits bear a star; . = not tested or not shown.

SMILES	aSyn 5UTR inh	Platelet DG rel	HIF activator	HDAC3 inhib	HSF-1 act	AI-2 QS modul	IEC-6 tox	KLF5 inhibitor	HSP90 inh	HSF1 inh
COC(=O)c1c(C)[nH]c(C(=O)OC(C)C(=O)N2CCOCC2)c1C (stereo not drawn)	-31	19	0.8	0	1	37	.	.	.	2
Cc1ccc(C(=O)Nc2cccc(N3C(=O)C4CCC(C)CC4C3=O)c2)cc1 (stereo not drawn)	-16	8	-0.6	-1	35	-22	-5	-32	-2	0
C/C(CC(=O)N1CCN(C=O)CC1)=N\NC(=O)c1cccc([N+](=O)[O-])c1	2	10	-0.6	-8	5	1	6	-14	1	-4
O=C(NCCSCc1c(F)cccc1Cl)c1ccco1	-34	-6	1.7	-3	6	7	-8	-18	-2	10
Cc1cc(F)c(F)c(C(=O)N2CCOCC2)c1Cl	20	-3	-34	-3	62*	132	2	-4	2	16
COc1cccc(-n2c(N)c(-c3nc4ccccc4[nH]3)sc2=S)c1	-47	7	0.8	7	-66	19	3	-27	1	-55*
C=CCn1c(Sc2nc(C)cs2)nc2c1c(=O)[nH]c(=O)n2C	18	-1	-0.6	6	-5	11	2	16	-3	-5
O=C(CSc1ccc(-c2ccccc2)nn1)NC1CCCC1	-23	0	0.3	6	11	6	0	-8	-1	-2
COc1ccc(/C=C/C(=O)NC(=S)Nc2ccccc2C(=O)NC2CCCCC2)cc1	10	-2	-0.1	1	11	10	-1	-31	4	1
O=C(O)CC(NC(=O)C12CC3CC(CC(C3)C1)C2)c1ccc(OC2CCCC2)cc1 (stereo not drawn)	-28	2	0.1	3	-2	23	1	-3	-5	-3
Cc1ccc(COc2coc(CO)cc2=O)cc1	-35	-1	2.4	-2	16	34	-4	-29	1	4
COc1ccc(OC)c(NC(=O)[C@@H]2CCCN2C(=O)c2cccs2)c1	-5	10	0.2	-2	-4	32	-1	-3	1	-3
CN(C)c1ccc(CNC2CC(C)(C)NC(C)(C)C2)cc1	-4	0	-0.9	6	-4	35	2	-36	1	1
CCOC(=O)c1nnc(-c2ccc(C)cc2)nc1Oc1ccc(Cl)cc1Cl	11	-4	0.6	-3	2	0	4	-24	0	-6
Cc1ccc(OCc2nnc(N)s2)cc1C	-62	-1	1.2	-5	3	13	0	-17	-3	0
NC(=O)C1(N2CCCCC2)CCN(Cc2ccc(Br)cc2)CC1	6	-5	0.5	1	6	5	-2	-16	-1	0
c1ccc(OCc2nnnn2-c2ccccc2)cc1	17	4	-0.4	-2	-3	8	-4	-21	5	-5
Cc1ccc(C)c(N(C(=O)c2ccco2)C(C(=O)NC2CCCC2)c2ccco2)c1 (stereo not drawn)	-9	1	-16	6	5	35	0	12	2	4
CC(NC(=O)c1ccc(F)cc1F)C1CC2CCC1C2 (stereo not drawn)	5	-13	-0.3	-4	-4	10	-7	4	1	1
CC(C)(C)c1cc(C2=CSC3=NCCN23)cc(C(C)(C)C)c1O	-7	6	1.3	0	-3	3	-2	-50	-3	-2
COc1ccc(NC(=O)C(c2ccccc2)N(C)C(=O)c2ccc(=O)[nH]c2)cc1 (stereo not drawn)	2	1	-0.3	-3	-12	24	2	4	-6	-10
C(/C=C/c1ccccc1)=N/N1CCN(c2ccccc2)CC1	-136	3	2.1	0	29	16	-4	-33	1	14
CC(NS(=O)(=O)c1ccc2c(c1)OCCCO2)C(=O)O (stereo not drawn)	20	9	-0.6	-3	8	-3	1	-21	0	5
CC#CC(=O)N1CCC(CCC(=O)N(C)Cc2ccccc2)CC1	-7	-5	-1.2	9	-11	14	5	4	2	-5
CCOc1cc(NS(=O)(=O)c2ccc(NC(C)=O)cc2)c(OCC)cc1NC(=O)C(C)C	-29	-5	-0.2	3	12	35	5	-42	7	0
COCCCn1c(=O)/c(=C\c2ccccc2OC(F)F)s/c1=C(/C#N)C(=O)N1CCOCC1	6	2	-0.3	5	12	-7	-4	7	1	0
Cc1ccc(C)c(N2CCN(C(=O)c3ccc(NC4=NC5CS(=O)(=O)CC5S4)cc3)CC2)c1 (stereo not drawn)	-19	1	-0.3	1	-3	17	7	-2	4	-1
O=C(Nc1ccccc1)C1CCCN1C(=O)NCc1ccccc1 (stereo not drawn)	-5	-8	-0.5	-1	-4	8	0	-23	-1	-7
CC(C)CNS(=O)(=O)c1ccc(CC(C)C)cc1	30	1	-0.4	11	.	8	-2	-5	1	.
COc1cccc(CN(C)C(=S)Nc2ccc(C)c(C)c2)c1	-8	-9	0.7	1	-13	-9	0	-30	-2	3
CCOc1ccc(OCC)c(S(=O)(=O)NCCOC23CC4CC(CC(C4)C2)C3)c1	9	-12	-0.6	-1	-1	-6	5	4	4	-1
Cc1ccc(Cl)cc1NS(=O)(=O)c1ccc2c(c1)NC(=O)C(C)C(=O)N2 (stereo not drawn)	28	-5	-0.2	0	-3	11	-4	-4	-3	-6
COC(=O)c1sccc1NC(=O)c1cc(OC)c(OC)c(OC)c1	7	-4	-0.1	-12	-13	28	4	-29	0	-5
Cc1ccc(Nc2cc(C)nc3ncnn23)cc1	10	6	0.5	-7	-3	-3	1	-17	8	12
CCOC(=O)CN(C)C(=O)CCc1nnc(-c2ccsc2)o1	-39	2	0.6	-2	13	7	-3	-36	-2	5
Cc1ccc(S(=O)(=O)N(C)Cc2ccc(-c3nnco3)cc2)cc1	18	-24	-0.3	-6	8	24	-2	-1	2	-1
O=C(O)c1cnc(-c2ccccc2)nc1Sc1ccccc1	3	-1	0.0	7	-3	15	0	-28	1	-1
C=CCN1C(=O)C(CC(=O)Nc2ccc(OC)cc2)SC1=Nc1ccc(S(N)(=O)=O)cc1 (stereo not drawn)	-13	6	0.1	0	30	11	-8	0	-2	4
CC1Cc2cc(/C(O)=C3/C(=O)C(=O)N(CCCn4ccnc4)C3c3ccc(F)cc3)ccc2O1 (stereo not drawn)	-31	35	0.9	3	-10	13	8	-4	8	-6
Fc1ccc(C(CCNCc2ccccn2)c2ccc(Cl)cc2)cc1 (stereo not drawn)	-4	0	0.7	3	15	-14	0	-39	4	16
Cc1nnc(SCC(=O)N(C)CC(=O)Nc2ccc(F)cc2)n1Cc1ccccc1	14	0	-0.7	-6	11	12	-3	17	1	2
COc1ccc(C(CNC(=O)CN2C(=O)NC3(CCCC3)C2=O)N(C)C)cc1 (stereo not drawn)	-34	5	0.5	1	-9	-1	-6	-48	4	-5
CCOc1ccc(NC(=O)CN2C(=O)c3ccccc3C2=O)cc1	-4	-1	0.1	4	-2	-61	-4	-4	0	-2
CCn1c(=O)c2c3c(sc2n(C)c1=O)CCC3	33	8	0.1	-1	1	18	8	-1	3	-10
Cc1c(Cl)c(C(=O)N2CCCc3ccccc32)nn1C	4	-4	0.2	8	13	-3	-3	-19	-3	1
COc1ccc([N+](=O)[O-])cc1COc1cc(C)cc2oc(=O)cc(-c3ccccc3)c12	-60	-10	0.1	-2	26	-16	-3	-7	-1	9
CCCC(=O)Nc1cccc(NC(=O)c2ccc([N+](=O)[O-])cc2Cl)c1	7	-4	-0.8	1	-11	47	0	0	-2	-7
O=C(COC(=O)CCS(=O)(=O)c1ccc(Cl)cc1)NCCc1ccc(Cl)cc1Cl	-5	1	0.0	6	-12	0	-4	-15	-2	2
O=C(NC1CCCCC1)N1CCN(C2CCCCC2)CC1	13	6	-0.3	1	-1	19	4	3	4	-3
CCCCNC(=S)Nc1ccc2[nH]c(=O)[nH]c2c1	-1	-1	0.1	4	18	-5	2	-23	1	10
CC(OC(=O)Cc1ccccc1[N+](=O)[O-])C(=O)NC(=O)NC1CCCCC1 (stereo not drawn)	5	-13	1.7	7	30	0	.	.	.	6
COc1ccc(C)cc1NC(=O)CCCNC(=O)Cn1cnc2sc(C)c(C)c2c1=O	-23	-1	-0.1	1	10	7	-8	-32	12	8
O=C(Nc1c(F)cc(F)cc1Br)c1cccnc1	34	-17	-0.1	2	12	5	-6	-13	-1	-2
CNC(=O)c1nc[nH]c1C(=O)NC	30	0	0.0	-1	1	10	-2	-50	2	-2
CN(C)S(=O)(=O)N(CCN1CCOCC1)Cc1ccccc1F	15	0	-0.4	2	3	13	1	-38	0	3
Cc1cc(C(=O)NCc2cc(C)n(C)n2)sc1-c1ccccc1	4	-5	0.0	2	-6	15	0	4	1	-6
Cc1c(O)cc2n(c1=O)-c1ccc(Cl)cc1C2(C)C	8	-5	1.2	-2	0	-1	2	2	-1	-8
CCOC(=O)CNC(=O)CSc1nc2ncc(Br)cc2[nH]1	-5	-3	-0.5	2	0	26	0	6	-1	3
O=C(COC(=O)C1CCN(c2ccc(C(F)(F)F)cn2)CC1)Nc1ccc(Cl)cn1	1	1	-0.1	-1	2	-21	-2	-6	-1	-1
COC(=O)c1cccc2nc3c(C(C)O)cccc3nc12 (stereo not drawn)	8	15	0.1	7	-2	23	.	.	.	2

Continued.
SMILES	aSyn 5UTR inh	Platelet DG rel	HIF activator	HDAC3 inhib	HSF-1 act	AI-2 QS modul	IEC-6 tox	KLF5 inhibitor	HSP90 inh	HSF1 inh
O=C(CCc1nc(-c2ccccc2F)no1)NCCN1CCOCC1	.	.	.	-1	.	9	-3	-28	1	.
CC(C)(C)Nc1nc(OCC#N)nc(N2CCCCC2)n1	10	0	-0.1	.	7	17	-6	3	1	1
O=C(NCCCn1ccnc1)C(=O)Nc1ccccc1	-21	5	0.9	0	9	1	0	-31	5	-3
CCOC(=O)N1CCN(c2c(NC3CCN(Cc4ccccc4)CC3)c(=O)c2=O)CC1	-21	34	0.2	-1	-8	22	-1	-23	-1	-5
COc1ccccc1C(=O)NCc1ccco1	4	2	-7.3	-2	4	-11	3	-5	-5	1
Cc1cc(-c2nnco2)c(C)n1-c1ccccc1	-101	1	1.6	7	13	12	-1	-66	0	6
O=C(Cn1c(=O)oc2cc(S(=O)(=O)N3CCCC3)ccc21)Nc1ccccc1Br	0	4	-0.1	-1	3	32	5	-20	7	9
CCNC(=S)N1CCN(CC(=O)Nc2ccc(Br)cc2)CC1	4	3	-0.2	-1	14	2	7	4	4	2
O=S(=O)(c1ccccc1)N1CCN=C1SCc1c(F)cccc1Cl	8	-14	-0.4	-2	2	10	-6	-11	2	1
O=C(O)c1cc(S(=O)(=O)N2CC3CC3C2C(=O)O)c(Cl)cc1Cl (stereo not drawn)	2	-8	0.4	-2	-7	6	-6	-12	-5	-3
O=S(=O)(c1ccc(Cl)s1)N1CCC(Cc2ccccc2)CC1	-21	-3	-0.2	7	11	8	-5	-12	1	-3
COc1ccc(NS(=O)(=O)c2cccc(C(=O)NCC(c3ccc(F)cc3)N3CCOCC3)c2)cc1 (stereo not drawn)	2	-9	-6.2	1	11	-22	-3	-14	6	5

Full records as entered above. Order of screens: aSyn 5UTR inh, Platelet DG rel, HIF activator, HDAC3 inhib, HSF-1 act, AI-2 QS modul, IEC-6 tox, KLF5 inhibitor, HSP90 inh, HSF1 inh
`O=C(NC1CCCCC1)N1CCN(C2CCCCC2)CC1` is listed as 13, 6, -0.3, 1, -1, 19, 4, 3, 4, -3
`O=C(COC(=O)CCS(=O)(=O)c1ccc(Cl)cc1)NCCc1ccc(Cl)cc1Cl` is listed as -5, 1, 0.0, 6, -12, 0, -4, -15, -2, 2
`CC(OC(=O)Cc1ccccc1[N+](=O)[O-])C(=O)NC(=O)NC1CCCCC1` (stereo not drawn) is listed as 5, -13, 1.7, 7, 30, 0, ., ., ., 6
`COc1ccc(NS(=O)(=O)c2cccc(C(=O)NCC(c3ccc(F)cc3)N3CCOCC3)c2)cc1` (stereo not drawn) is listed as 2, -9, -6.2, 1, 11, -22, -3, -14, 6, 5
